# Compound activity deposited in PubChem BioAssay by several laboratories.
# Neddylation inh – inhibitors of cullin neddylation, primary screen, biochemical, TR-FRET, uHTS, NAE and Ubc12; NEDD8-conjugating enzyme Ubc12 (Homo sapiens) + NEDD8-activating enzyme E1 regulatory …; calls only at 25 µM; 360,000 tested, 0.58% active; in the data active = inhibition above about 36%
# SKN-1 block – suppressors of acrylamide-induced Pgst-4::GFP reporter in worms, primary screen, SKN-1 inhibitor project, whole organism, uHTS, GFP/RFP fluorescence ratio, strain VP596; C. elegans VP596 Pgst-4::GFP/RFP ratio, 24 h; inhibition, % at 21.8 µM; 360,000 tested, 0.49% active; AID 624304, 2012;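 active = interference check ratio from 0.5 to 1.5 plus GFP to RFP signal ratio inhibition reaching or exceeding a fixed threshold, cut at about 30% in these data, passing the limit was not always enough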; note: some compounds called inactive have numbers as strong as hits
# MLLE-PAM2 inh – inhibitors of PABP1 MLLE–PAM2 peptide binding, primary screen, biochemical, fluorescence polarization, FITC-PAM2, GST-MLLE. Polyadenylate-binding protein 1 (Homo sapiens), P11940. inhibition, % at 20 µM. 360,000 tested, 0.36% active; in the data active = inhibition above about 35%, passing the limit was not always enough;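 note: plate controls were DMSO wells with GST-MLLE for no effect and wells lacking GST-MLLE protein for full effect; some results filed as inactive read as strong as hits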
# E coli Lon inh – inhibitors of E. coli Lon protease, primary screen, biochemical, fluorescence polarization | inhibition, % at 7.94 µM | P0A9M0 | purified E. coli Lon protease | 360,000 tested, 0.42% active | AID 602123, 2011; in the data active = inhibition above about 13%, passing the limit was not always enough;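 note: 0% = enzyme with probe and DMSO and 100% = no enzyme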
# Rin1 Abl inh – inhibitors of Rin1-Abl protein binding, primary screen, biochemical, TR-FRET; 360,000 tested, 0.4% active; Tyrosine-protein kinase ABL1 (Homo sapiens) + Ras and Rab interactor 1 (Homo sapiens), …; inhibition, % at 7.35 µM; in the data active = inhibition above about 5%, passing the limit was not always enough
# CendR NRP1 mod – modulators of CendR peptide binding to NRP-1, primary screen, biochemical, fluorescence polarization, uHTS. Neuropilin-1 (Homo sapiens), O14786. FAM-RPARPAR peptide binding to NRP-1. inhibition, % at 25 µM. 360,000 tested, 0.85% active;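 active = inhibition or corrected inhibition above about 18%, plus a signal ratio from 0.5 to 1.5, limit read from the data, passing the limit was not always enough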; note: strong numbers were not always called active
# Target sequence (O14786 whole entry, looked up): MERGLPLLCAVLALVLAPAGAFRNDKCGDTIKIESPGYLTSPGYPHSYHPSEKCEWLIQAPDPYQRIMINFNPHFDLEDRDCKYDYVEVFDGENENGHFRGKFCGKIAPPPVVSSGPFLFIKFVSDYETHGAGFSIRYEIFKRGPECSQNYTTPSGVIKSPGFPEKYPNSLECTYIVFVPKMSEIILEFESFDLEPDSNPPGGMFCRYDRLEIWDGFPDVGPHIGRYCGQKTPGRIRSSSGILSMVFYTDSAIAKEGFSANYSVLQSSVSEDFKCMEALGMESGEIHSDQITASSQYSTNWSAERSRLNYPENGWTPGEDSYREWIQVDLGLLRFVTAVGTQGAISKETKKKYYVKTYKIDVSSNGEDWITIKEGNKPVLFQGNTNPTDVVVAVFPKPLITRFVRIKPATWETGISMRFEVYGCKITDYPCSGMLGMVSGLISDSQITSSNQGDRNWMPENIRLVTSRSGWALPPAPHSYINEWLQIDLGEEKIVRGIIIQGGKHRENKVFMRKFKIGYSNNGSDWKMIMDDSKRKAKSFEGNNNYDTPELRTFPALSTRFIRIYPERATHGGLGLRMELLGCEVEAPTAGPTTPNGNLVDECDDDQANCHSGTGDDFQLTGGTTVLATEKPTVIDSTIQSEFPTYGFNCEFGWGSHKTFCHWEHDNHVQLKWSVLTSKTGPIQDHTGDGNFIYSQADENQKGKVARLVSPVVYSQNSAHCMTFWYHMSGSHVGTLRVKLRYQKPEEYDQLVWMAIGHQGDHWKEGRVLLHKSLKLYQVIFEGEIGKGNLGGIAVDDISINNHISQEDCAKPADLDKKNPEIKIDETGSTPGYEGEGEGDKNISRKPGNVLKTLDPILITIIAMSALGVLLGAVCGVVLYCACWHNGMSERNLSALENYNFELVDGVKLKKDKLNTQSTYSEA
# MT1-MMP act inh – blockers of MT1-MMP proenzyme processing, primary screen, HT1080 RFP-PRO-GFP cells, GFP/RFP fluorescence | Matrix metalloproteinase-14 (Homo sapiens), P50281 | GFP/RFP ratio fluorescence, overnight; percent of plate control window, DMSO zero | GFP/RFP ratio change, % at 20 µM | 360,000 tested, 0.061% active | AID 651647, 2012;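 active = GFP/RFP ratio change of at least 30% with cell ATP level not reduced by more than half and red fluorescence within 50% of control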; note: strong numbers were not always called active
#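 Assay system: RFP-PRO-GFP reporter HT1080 cells; read-out basis: GFP/RFP fluorescence ratio; benchmarks: DMSO wells and RFP-L50D-GFP cells; doses: 20 µM single dose, 1% DMSO; schedule: overnight cell settling, then overnight compound exposure, 37 °C, 5% CO2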
# MsrA act – bovine MsrA enzyme activators, primary screen, biochemical, absorbance, HTS. Methionine sulfoxide reductase A (Bos taurus). purified bovine MsrA, absorbance read-out. activation, % at 10.6 µM. 360,000 tested, 0.3% active. AID 602163, 2012; in the data active = activation above about 7.5%;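 note: 0% = vehicle and 100% = reference activator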
# FAS-TE inh – FAS thioesterase domain inhibitors, primary screen, biochemical, fluorescence intensity, uHTS; recombinant FAS-TE, OMFH fluorogenic substrate, fluorescence endpoint; 360,000 tested, 0.67% active; inhibition, % at 15 µM; Fatty acid synthase (Homo sapiens), P49327; AID 602261, 2012;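 active = compounds whose normalised, plate-corrected inhibition of enzyme fluorescence in the single-dose primary screen is 50% or more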;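 note: 0% = DMSO with enzyme and 100% = substrate without enzyme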
# An asterisk follows results filed as active; i = inactive; nt = not tested or not shown.
[1] CCn1c(=O)c(C(=O)Nc2ccccc2F)c(O)c2ccccc21
[2] CC(=O)Nc1cccc(-c2ccnc3c2CC(C(=O)Nc2cccc(N(C)C)c2)O3)c1 (centres undefined)
[3] CCCn1c(-c2ccc(OC)cc2)nc2nc3ccccc3nc21
[4] CCOc1ccc(C(=O)Cc2cc3cccc(OC)c3oc2=O)cc1
[5] O=C(Nc1ccc(N2CCOCC2)cc1)C1CCCCN1S(=O)(=O)c1ccccc1 (centres undefined)
[6] C=C(C)C(=O)N1CC2(CC(c3cccc(NC(=O)COc4ccc(Cl)cc4)c3)=NO2)C[C@@H]1C(N)=O (some centres undefined)
[7] O=C(Nc1ccccn1)NC12CC3CC(CC(C3)C1)C2
[8] CC(=O)c1c(COC(=O)c2cccnc2)nc2ccccc2[n+]1[O-]

Assay by compound	1	2	3	4	5	6	7	8
Neddylation inh	i	i	nt	i	i	i	i	i
SKN-1 block	-5	-7	10	5	13	21	3	25
MLLE-PAM2 inh	0	6	4	-2	5	13	7	-123
E coli Lon inh	-4	-7	-8	-4	-3	-16	7	-5
Rin1 Abl inh	2	-1	-5	4	1	3	0	2
CendR NRP1 mod	1	-21	-8	-7	-10	0	5	2
MT1-MMP act inh	-3	7	3	0	0	3	3	-3
MsrA act	-4	0	-1	-1	-2	-3	-3	-3
FAS-TE inh	4	0	3	-45	-5	0	0	-2

[9] Brc1ccc(-c2nn3c(Cc4ccccc4)nnc3s2)o1
[10] COC(=O)CSC(C(=O)Nc1ccc(C)c(C)c1)c1ccccc1 (centres undefined)
[11] O=C(N/C(=C\c1ccc(Br)cc1)C(=O)N1CCCC1)c1cccs1
[12] CCOc1ccccc1CN1CCNC(=O)C1CC(=O)NC1CCCCCCC1 (centres undefined)
[13] Nc1c(Cl)cc(-c2csc(NCCc3nc4cc(Cl)c(Cl)cc4n3CCCO)n2)cc1Cl
[14] O=C(COc1ccc(Cl)cc1)NCc1nnc(SCC(=O)NC2CCCC2)o1
[15] COc1cccc(-c2ccc3ncnc(NCc4cccnc4)c3c2)c1
[16] CCCc1nnc(NC(=O)CCC(=O)NCCc2ccc(OC)c(OC)c2)s1

Assay by compound	9	10	11	12	13	14	15	16
Neddylation inh	i	i	i	i	i	i	i	i
SKN-1 block	1	3	19	0	7	-10	-14	3
MLLE-PAM2 inh	-15	-6	11	13	-100	-78	6	-8
E coli Lon inh	-1	6	5	-1	-2	-1	-16	15
Rin1 Abl inh	-4	-3	-1	1	0	-1	0	-3
CendR NRP1 mod	-3	8	13	4	6	-8	-2	-5
MT1-MMP act inh	5	-3	0	3	1	-7	-6	1
MsrA act	-7	-1	-2	-6	-2	-11	-1	-2
FAS-TE inh	4	4	-3	4	12	-10	-14	-5

[17] CCOc1cc(/C=N/NC(=O)CNc2ccc(C)cc2)ccc1OC(=O)c1ccccc1
[18] COc1cc(OC)cc(C(=O)N2CCC(C(=O)c3ccc(F)cc3)CC2)c1
[19] Cc1cc(Br)cn2c(Cc3ccsc3)c(-c3ccc(C#N)cc3)nc12
[20] CCC(=O)Nc1ccc(/C(C)=N\NS(=O)(=O)c2ccc(C)cc2)cc1
[21] CCN(CC)S(=O)(=O)c1ccc(NC(=S)Nc2ccccc2)cc1
[22] COc1ccc(S(=O)(=O)N2CCN(CC(=O)c3ccc(O)c(O)c3)CC2)cc1
[23] COc1ccc(NC2=CC(=O)CC(C)(C)C2)cc1
[24] COc1ccc(OC)c(NC(=O)c2ccccc2SC)c1

Assay by compound	17	18	19	20	21	22	23	24
Neddylation inh	i	i	i	i	i	i	i	i
SKN-1 block	13	-4	28	-4	6	3	-6	-7
MLLE-PAM2 inh	0	7	20	0	13	-13	-8	4
E coli Lon inh	-6	-4	50*	-3	0	-6	-6	-15
Rin1 Abl inh	4	0	-3	1	3	0	0	-2
CendR NRP1 mod	-4	1	7	4	7	-20	1	-1
MT1-MMP act inh	-4	3	-8	1	-4	2	1	0
MsrA act	1	-4	-9	-2	-11	-4	-2	-13
FAS-TE inh	8	6	9	-3	1	-7	-2	2

[25] COC(=O)c1cc2ccsc2n1Cc1cccc(F)c1
[26] O=C(Nc1nccs1)c1ccc(S(=O)(=O)c2ccccc2)cc1
[27] Cc1ccc(-c2csc(C(O)c3cccc(Cl)c3)n2)cc1C (centres undefined)
[28] Cc1cc(C)c2c(N=NN(C)C)[nH]nc2n1
[29] CCCCNC(=O)C(NC(=O)c1ccc(-c2ccccc2)cc1)C(=O)c1ccccc1 (centres undefined)
[30] O=C(c1ccc(C#CC2(O)CCCCC2)cc1)N1CCN(Cc2ccccc2)CC1
[31] O=c1c(-c2cnn(-c3ccccc3)c2)coc2cc(O)ccc12
[32] C/C(=N\NC(=O)c1c(Br)c(C)nn1C)c1cccc(NC(=O)c2ccccc2C)c1

Assay by compound	25	26	27	28	29	30	31	32
Neddylation inh	i	i	i	i	i	i	nt	i
SKN-1 block	7	7	21	-27	10	20	19	0
MLLE-PAM2 inh	-18	12	-11	-4	nt	-3	1	-14
E coli Lon inh	6	-9	-12	-3	nt	0	6	17
Rin1 Abl inh	0	-2	0	4	nt	-3	0	-3
CendR NRP1 mod	8	8	2	2	-2	-7	0	7
MT1-MMP act inh	10	4	3	2	0	13	4	4
MsrA act	-4	-8	-1	-11	nt	-1	-4	-6
FAS-TE inh	28	-3	31	-13	nt	-1	0	-3

# Taken from the listing (3 entries):
[30] O=C(c1ccc(C#CC2(O)CCCCC2)cc1)N1CCN(Cc2ccccc2)CC1
[31] O=c1c(-c2cnn(-c3ccccc3)c2)coc2cc(O)ccc12
[32] C/C(=N\NC(=O)c1c(Br)c(C)nn1C)c1cccc(NC(=O)c2ccccc2C)c1

Assay by compound	30	31	32
Neddylation inh	i	nt	i
SKN-1 block	20	19	0
MLLE-PAM2 inh	-3	1	-14
E coli Lon inh	0	6	17
Rin1 Abl inh	-3	0	-3
CendR NRP1 mod	-7	0	7
MT1-MMP act inh	13	4	4
MsrA act	-1	-4	-6
FAS-TE inh	-1	0	-3

# Filtered by structure: those above with two or more sulfur atoms (two)
[21] CCN(CC)S(=O)(=O)c1ccc(NC(=S)Nc2ccccc2)cc1
[26] O=C(Nc1nccs1)c1ccc(S(=O)(=O)c2ccccc2)cc1

Assay by compound	21	26
Neddylation inh	i	i
SKN-1 block	6	7
MLLE-PAM2 inh	13	12
E coli Lon inh	0	-9
Rin1 Abl inh	3	-2
CendR NRP1 mod	7	8
MT1-MMP act inh	-4	4
MsrA act	-11	-8
FAS-TE inh	1	-3

# Further records follow:
[33] CCOc1ccc(NC(=O)CN2CCN(Cc3c(F)cccc3F)CC2)cc1
[34] Cc1cc(C)nc(NC(N)=NC2CCCCC2)n1
[35] CN(C(=O)c1cccc(NC(=O)Cc2cccc(NC(=O)C3CCN(C(=O)c4ccccc4)CC3)c2)c1)C1CC1
[36] O=C(c1cc(-c2cccc(Cl)c2)nc2ccccc12)N1CCN(c2ccccn2)CC1
[37] CCc1nc2ccc(C(=O)N3CCCC(C(N)=O)C3)cn2c1N(C)Cc1ccc(OC)cc1 (centres undefined)
[38] Cc1ccc(C(C)n2cc(C(=O)NCc3cccnc3)nn2)cc1 (centres undefined)
[39] COc1ccccc1C(=O)COC(=O)c1cc(=O)[nH]c2ccccc12
[40] COc1ccc(-c2oc(=O)c3cc(OC)c(OC)cc3c2C#CCCCO)cc1

Assay by compound	33	34	35	36	37	38	39	40
Neddylation inh	i	i	i	i	i	i	i	nt
SKN-1 block	-8	2	13	1	-7	-21	-4	12
MLLE-PAM2 inh	6	11	-5	7	-16	-4	-23	-5
E coli Lon inh	-5	5	2	0	9	-13	0	-9
Rin1 Abl inh	2	2	1	-4	-5	-2	2	-2
CendR NRP1 mod	12	14	0	-3	-8	0	-8	2
MT1-MMP act inh	2	0	3	3	-1	-1	4	12
MsrA act	-9	-1	8.7*	-2	-8	-15	-1	0
FAS-TE inh	-5	-9	-7	33	-9	-10	-1	-4

[41] O=C(COc1ccccc1F)NCC(c1ccc(F)cc1)N1CCOCC1 (centres undefined)
[42] S=c1[nH]c(-c2ccccc2)cn1/N=C/c1ccncc1
[43] O=C(Nc1ccc(F)cc1)c1cccnn1
[44] COc1ccc(N2C(=O)CC(N3CCC(O)(c4ccc(Cl)cc4)CC3)C2=O)cc1 (centres undefined)
[45] O=C(c1ccoc1)N1CCCC(CO)(CCCc2ccccc2)C1 (centres undefined)
[46] O=C(NCc1ccccc1Cl)C1CCN(S(=O)(=O)c2cccc3nonc23)CC1
[47] O=C(CN1CCN(S(=O)(=O)c2ccccc2)CC1)Nc1cccc(C(F)(F)F)c1
[48] O=C(CCl)Nc1c(C(=O)Nc2ccc3c(c2)OCCO3)oc2ccccc12

Assay by compound	41	42	43	44	45	46	47	48
Neddylation inh	i	i	i	i	i	i	i	i
SKN-1 block	-5	2	22	-17	-5	8	11	5
MLLE-PAM2 inh	-13	11	-10	8	5	3	-5	-3
E coli Lon inh	-7	-11	-6	-5	-17	-4	5	-4
Rin1 Abl inh	-2	-9	-2	2	5	2	-3	1
CendR NRP1 mod	-8	2	5	-3	10	-3	1	-17
MT1-MMP act inh	0	-6	-2	2	1	-1	4	4
MsrA act	-3	-2	-1	-6	-2	-3	0	-5
FAS-TE inh	-4	-8	-5	-8	-1	-2	22	23

[49] CCOC(=O)CC1(CC(=O)OCC)NC(=O)c2c(C)sc(C(=O)OCC)c2N1
[50] COC(=O)c1sccc1NC(=O)COc1ccc(C)cc1
[51] Cc1cccc(N2C(=O)c3ccc(Br)cc3C2=O)n1
[52] Cc1nn(-c2ccccc2)c(C)c1C(=O)OCC(=O)NCc1ccco1
[53] COc1ccc(/C=N/n2c(-c3cc(C)[nH]n3)n[nH]c2=S)cc1OC
[54] COc1cc(N=C(N)N=C(N)N)cc(OC)c1
[55] OCCN(Cc1ccccc1)CC1CC2C=CC1C2 (centres undefined)
[56] CC(=O)Nc1cccc(-c2cnc3ccccc3n2)c1

Assay by compound	49	50	51	52	53	54	55	56
Neddylation inh	nt	i	i	i	i	i	i	i
SKN-1 block	3	5	1	10	1	-11	-2	-8
MLLE-PAM2 inh	0	-9	-5	11	-20	31	2	2
E coli Lon inh	-3	-11	1	5	2	0	-5	-5
Rin1 Abl inh	-1	0	-2	-5	2	2	0	-1
CendR NRP1 mod	-8	6	-12	-3	5	-2	-3	2
MT1-MMP act inh	1	-1	-1	-2	1	2	8	0
MsrA act	-4	-2	-4	-4	5	-4	-6	-4
FAS-TE inh	-4	17	-3	-2	-1	-3	-5	-3

[57] CS(=O)(=O)c1ccc2nc(NC(=O)C3COc4ccccc4O3)sc2c1 (centres undefined)
[58] COc1cccc(NC(=O)CN(C)C(=O)c2ccccc2Sc2ccccc2C#N)c1
[59] COc1ccc(-n2ccnc2SCC(=O)NC2CCCC2)c(OC)c1
[60] Cc1ccc2[nH]c(=O)c(C(c3nnnn3C(C)(C)C)N(Cc3ccco3)CC3CCCO3)cc2c1 (centres undefined)

Assay by compound	57	58	59	60
Neddylation inh	i	i	i	i
SKN-1 block	-9	2	0	16
MLLE-PAM2 inh	-17	27	7	10
E coli Lon inh	3	-13	-4	-8
Rin1 Abl inh	1	0	0	-4
CendR NRP1 mod	8	-2	-2	6
MT1-MMP act inh	-2	1	-1	-4
MsrA act	-10	0	-7	-2
FAS-TE inh	-13	2	-4	0

# This is a random part of the collection; overall some 4% were active at least once.
